High-throughput results: PubChem BioAssay, The Scripps Research Institute Molecular Screening Center
GPR151 ag – human GPR151 activation | Q8TDV0 | PathHunter beta-arrestin GPR151 cells, luminescence | activation, % at 11.2 µM | hit rate 1% among 650,000; in the data active = activation above about 4.9%;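 note: 0% = median of compound wells and 100% = cells with positive control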
TEAD-YAP inh – TEAD-YAP interaction inhibition; HEK-TIYL cells, TEAD-Gal4/YAP UAS-luciferase luminescence; inhibition, % at 9.12 µM; hit rate 1.4% among 640,000; AID 1259422; in the data active = inhibition above about 32%;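 note: 0% = median of test compound wells and 100% = reference inhibitor wells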
MITF primary – human MITF inhibition, primary screen; inhibition, % at 2.6 µM; hit rate 0.91% among 650,000; AlphaScreen MITF homodimerization, bead proximity signal; AID 1259374; O75030; in the data active = inhibition above about 50%;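 note: 0% = vehicle wells with protein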
FBW7 act – human FBW7 E3 ligase activation, primary screen. hit rate 0.13% among 650,000. normalized activity (activation), % at 26.1 µM. Q969H0. AlphaScreen FBW7–phospho-cyclin E peptide binding, activator screen; in the data active = normalized activity above about 1.9%;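 note: purified mutant Fbw7 with reduced substrate affinity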
Target sequence (Q969H0 whole entry, looked up): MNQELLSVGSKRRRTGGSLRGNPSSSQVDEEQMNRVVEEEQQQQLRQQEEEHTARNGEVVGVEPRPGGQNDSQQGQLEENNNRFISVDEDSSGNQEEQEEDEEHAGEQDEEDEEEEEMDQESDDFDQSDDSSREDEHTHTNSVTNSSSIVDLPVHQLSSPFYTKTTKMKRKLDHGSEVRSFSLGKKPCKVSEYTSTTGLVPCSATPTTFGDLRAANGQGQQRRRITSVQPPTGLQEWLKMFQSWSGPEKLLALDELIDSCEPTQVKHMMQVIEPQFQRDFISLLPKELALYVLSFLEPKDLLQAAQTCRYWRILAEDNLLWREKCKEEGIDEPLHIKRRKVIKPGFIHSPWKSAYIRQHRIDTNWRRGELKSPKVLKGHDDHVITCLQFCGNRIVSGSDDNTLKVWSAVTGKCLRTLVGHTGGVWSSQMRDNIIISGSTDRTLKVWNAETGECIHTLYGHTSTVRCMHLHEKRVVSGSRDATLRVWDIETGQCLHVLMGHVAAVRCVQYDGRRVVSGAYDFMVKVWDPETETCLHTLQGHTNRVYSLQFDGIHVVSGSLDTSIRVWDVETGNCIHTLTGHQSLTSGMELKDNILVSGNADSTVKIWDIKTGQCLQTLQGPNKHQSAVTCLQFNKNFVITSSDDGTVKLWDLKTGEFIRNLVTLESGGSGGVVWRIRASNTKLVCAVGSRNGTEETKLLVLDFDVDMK
The depositor's hits bear a star.

SMILES	GPR151 ag	TEAD-YAP inh	MITF primary	FBW7 act
Cn1c(=O)c2ccccc2n2c(SCc3ccccc3F)nnc12	2.3	-25	-3	-0.1
CCN(CC)C(=O)C1=CC(c2ccco2)=NS(=O)(=O)N1C	-0.3	-3	-2	-0.1
CC(=O)c1cc(C(=O)NCCN2Cc3ccccc3OC(c3ccccc3)C2)cs1 (stereo not drawn)	-0.5	5	23	0.0
CCCCCCc1cc2cc(C(N)=O)c(=N)oc2cc1O	-1.4	16	11	0.2
O=C(Nc1nc(-c2ccccc2)cs1)C(F)F	-6.0	-30	12	0.6
O=C(O)CCC(=O)Nc1ccc(-c2nc3cc4ccccc4cc3[nH]2)cc1	-0.4	-33	-2	-0.1
S=C(c1cn(CCOc2ccc(Cl)cc2)c2ccccc12)N1CCCC1	-0.3	-25	2	-0.2
O=C(Nc1c2c(nn1-c1ccc(Cl)cc1)CS(=O)(=O)C2)C1CCCC1	-0.4	2	17	0.7
O=C1N[C@H](CO)C(=O)N2C[C@@H](NCc3nc(-c4ccc(F)cc4)cs3)C[C@@H]12	7.7*	11	-1	-0.2
Cc1ccccc1C(=O)N/C(=C/c1ccc(Cl)cc1)C(N)=O	0.2	14	10	-0.1
CN(C(=O)Nc1cccc(Cl)c1)C1CCCC1	-1.7	-43	-8	-0.2
CC#CC(=O)N1CCCC(N2CCN(c3ccccc3)CC2)C1 (stereo not drawn)	-0.1	3	5	0.1
COc1cc(NC(=O)CN2CCN(CC(=O)Nc3ccccc3OC)CC2)cc(OC)c1	0.2	3	-2	-0.1
Cc1nc2nc[nH]n2c(=O)c1NC(=O)c1c(-c2ccccc2Cl)noc1C	-0.5	3	21	0.5
CCOc1ccc(N2CC(C(=O)NCCCOC(C)C)CC2=O)cc1 (stereo not drawn)	0.7	13	8	0.1
CN(C)CC(C)(C)CNS(=O)(=O)c1ccc(OC(F)(F)F)cc1	0.9	4	-4	-0.1
O=C(Nc1cccnc1)c1scc2c1CCCC2	-1.0	-61	-1	0.0
Cn1nccc1C(=O)NC(=S)Nc1cc(C(F)(F)F)ccc1Cl	1.5	5	2	0.0
COc1cccc(/C=C(\C(=O)O)c2ccccc2)c1	-0.3	-4	-8	-0.2
COc1ccccc1NC(=O)C1=C(C)NC(=S)NC1c1ccccc1OCC(=O)O (stereo not drawn)	1.9	-10	48	-0.1

Among those listed so far, 2 contain a thiophene ring, fused or not.
SMILES	GPR151 ag	TEAD-YAP inh	MITF primary	FBW7 act
CC(=O)c1cc(C(=O)NCCN2Cc3ccccc3OC(c3ccccc3)C2)cs1 (stereo not drawn)	-0.5	5	23	0.0
O=C(Nc1cccnc1)c1scc2c1CCCC2	-1.0	-61	-1	0.0

(continued)
SMILES	GPR151 ag	TEAD-YAP inh	MITF primary	FBW7 act
O=C(CC(Nc1cccc(Cl)c1)c1ccc(Cl)cc1)c1ccc(Br)cc1 (stereo not drawn)	1.6	1	5	-0.1
Cc1ccc(S(=O)(=O)N(Cc2ccc(F)cc2)Cc2ccco2)cc1	2.3	2	-2	-0.1
CCN(CC)c1nc(NCc2cccnc2)nc(N2CCN(Cc3ccc4c(c3)OCO4)CC2)n1	0.1	7	3	-0.1
O=C(Nc1ccc(N2CCOCC2)cc1)c1cccc(Nc2ccc3ncccc3c2)n1	-1.1	3	36	-0.2
COc1ccc(C(=O)O/N=C(/c2ccccc2)c2ccncc2)cc1OC	0.7	-2	-2	-0.2
NC(=O)c1ccccc1Nc1cccc(C(F)(F)F)c1	0.2	5	4	0.0
O=C1C2C3C=CC(C4CC34)C2C(=O)N1c1cccc([N+](=O)[O-])c1 (stereo not drawn)	0.0	-7	-10	0.2
O=C(Nc1ccc(Oc2ccc(Br)cc2)cc1)c1cc(-c2ccccc2)nc2ccccc12	0.6	7	5	-0.2
COc1ccc(CC2(CCC(=O)NC(C)Cc3cccnc3)CCC(=O)N2)c2ccccc12 (stereo not drawn)	-0.3	-1	10	0.1
Cc1ccccc1C(=O)O/N=C(\N)c1cccc([N+](=O)[O-])c1	0.5	2	7	0.3
O=C(c1cccc(-c2ccco2)c1)N1CCc2nnc(Cc3ccccc3)n2CC1	0.8	4	11	0.1
Cc1nnc(NC(=O)c2ccc(Cl)cc2Cl)s1	-1.4	-30	6	0.0
Cc1cc(C)nc(SCc2c(C(=O)N3CCc4ccccc4C3)nnn2-c2ccccc2)n1	0.0	7	-5	-0.1
Fc1ccccc1C1CC(c2ccc(I)cc2)Nc2ncnn21 (stereo not drawn)	-1.6	3	13	0.2
CC(C(=O)Nc1cccc(Cl)c1Cl)N1C(=O)c2ccccc2C1=O (stereo not drawn)	-0.8	5	8	0.2
COc1ccc(S(=O)(=O)NCC2CCCN(Cc3cnn(C)c3)C2)cc1 (stereo not drawn)	0.8	6	15	0.1
CC1=C(C(=O)NCCC(C)C)C2(CCCCCC2)OC1=O	1.7	2	-8	-0.2
Cn1cc(C(=O)N2CCC3(CC2)OCCO3)c2ccccc2c1=O	0.0	1	9	0.0
COc1cccc(-c2cncc(-c3ccc4c(ccn4C)c3)n2)c1	-0.4	5	-6	-0.1
CCN(C(=O)CSc1nc2cc(C(=O)OC)ccc2c(=O)n1CCc1ccc(OC)c(OC)c1)c1cccc(C)c1	0.2	5	-4	0.1
CC(NC(=O)C1CC1)c1nnc2n1CCN(Cc1cc3ccccc3s1)CC2 (stereo not drawn)	-1.2	2	5	0.0
CC(=O)NC(NC(C)=O)c1cccnc1	-2.3	-1	0	0.1
O=C1OC(c2ccc(Cl)c([N+](=O)[O-])c2)=N/C1=C\c1ccc(OCc2ccccc2)cc1	-1.1	12	10	-0.1
CCc1ccc(OCC(=O)NS(=O)(=O)c2ccccc2)cc1	1.2	0	10	0.1
COC(=O)c1c(NC(=O)CN2CC(C)OC(C)C2)sc2c1CCCC2 (stereo not drawn)	-0.3	1	7	0.0
CC(C)c1ccccc1OCCCNC(C)(C)C	7.1*	12	38	0.2
Fc1ccc(N2CCN(C(=S)NCC3CCCO3)CC2)cc1 (stereo not drawn)	0.2	0	0	-0.2
O=C(c1ccc(F)cc1)C1CCN(S(=O)(=O)c2ccc(C(F)(F)F)cc2)CC1	1.4	4	7	0.2
Cc1ccc(NC(=O)Cn2c(C)cc(=O)c3ccccc32)cc1C	3.4	45*	10	0.8
Cn1cc([C@@H]2C[C@H]3CN(c4ccccc4)C(=O)[C@]34CCCN24)c(-c2ccccc2)n1	-2.6	3	12	0.1
CSc1ncccc1C(=O)OCc1cccc([N+](=O)[O-])c1	1.5	-3	-5	0.1
O=S1(=O)N=C(SCc2ccc(Cl)cc2)Nc2ccc(F)cc21	1.8	-15	2	-0.1
CCOC(=O)c1sc2nc(SCC(=O)NCc3ccccc3)n(Cc3ccc(Cl)c(Cl)c3)c(=O)c2c1C	0.7	2	-3	-0.1
Cc1ccc2[nH]c3nc(SCc4cccnc4)nnc3c2c1	0.8	10	0	0.0
CC(=O)N1CCN(c2ccc(NC(=O)c3ccc([N+](=O)[O-])cc3Cl)cc2)CC1	-2.0	-10	16	0.4
CCn1c(Sc2ccc([N+](=O)[O-])cc2C=O)nnc1-c1ccco1	-0.4	51*	-5	-0.1
Cc1ccccc1-c1noc(-c2ccccc2C(N)=O)n1	0.0	-21	-6	0.1
COc1ccc(S(=O)(=O)N(CC(=O)NC(C)c2ccccc2)c2ccc(C)cc2)cc1 (stereo not drawn)	-1.0	16	10	-0.1
Cc1ccc(Nc2oc(C)nc2C#N)cc1	-2.4	-18	14	0.7
O=C1OC(c2ccccc2)=N/C1=C\c1ccc(Cl)cc1Cl	1.1	-1	3	-0.1

Quoted at random: 6 records from the list, in no set order.
SMILES	GPR151 ag	TEAD-YAP inh	MITF primary	FBW7 act
O=C(Nc1cccnc1)c1scc2c1CCCC2	-1.0	-61	-1	0.0
Cn1nccc1C(=O)NC(=S)Nc1cc(C(F)(F)F)ccc1Cl	1.5	5	2	0.0
COc1cccc(/C=C(\C(=O)O)c2ccccc2)c1	-0.3	-4	-8	-0.2
Cc1nc2nc[nH]n2c(=O)c1NC(=O)c1c(-c2ccccc2Cl)noc1C	-0.5	3	21	0.5
Fc1ccc(N2CCN(C(=S)NCC3CCCO3)CC2)cc1 (stereo not drawn)	0.2	0	0	-0.2
COc1cccc(-c2cncc(-c3ccc4c(ccn4C)c3)n2)c1	-0.4	5	-6	-0.1

Carrying on.
SMILES	GPR151 ag	TEAD-YAP inh	MITF primary	FBW7 act
O=C(CCS(=O)(=O)c1ccccc1)Nc1cccc2c1C(=O)NC2=O	0.9	-9	-1	-0.1
Cc1ccc(/C=C(\CC(=O)O)c2nc3ccccc3s2)o1	2.2	15	3	0.0
COC(=O)C1=C(C)NC2=C(C(=O)CC(c3ccc(Cl)cc3)C2)C1c1ccc(Cl)c(Cl)c1 (stereo not drawn)	-0.7	13	-6	-0.1
CCc1ccc2oc(-c3ccc(NC(=O)c4cc(OC)c(OC)c(OC)c4)cc3)nc2c1	1.2	-1	5	-0.1
COc1ccccc1CNC(=O)c1ccccc1N(C)S(C)(=O)=O	3.4	6	13	0.1
CCOC(Cn1c(SCC#N)nc2ccccc2c1=O)OCC	-0.3	-13	1	0.1
CCOC(=O)CC1C(=O)NCCN1Cc1ccc(OC)c(OC)c1 (stereo not drawn)	0.7	-10	1	-0.1
COCCNC(=S)N1CCN(c2ccc(F)cc2)CC1	1.4	7	9	0.7
Nc1ncnc(N2CCN(CCO)CC2)c1[N+](=O)[O-]	1.6	8	11	-0.1
COc1ccc(C(=O)CSc2nccn(-c3cccc4ccccc34)c2=O)cc1OC	-1.5	1	14	-0.5
Cc1ccc(C2/C(=C(/O)c3ccccc3)C(=O)C(=O)N2CCCn2ccnc2)cc1 (stereo not drawn)	0.9	4	-6	0.1
Cc1cccc(-n2c(CNC(=O)c3ccc(C(C)(C)C)cc3)n[nH]c2=S)c1	0.4	1	-7	-0.1
Cc1ccc(CNC(=O)C(=O)Nc2ccccc2C)cc1	1.7	-19	-5	0.1
Cc1ccc(NC(=O)COc2ccc(F)cc2)cc1[N+](=O)[O-]	1.5	0	7	0.2
CC(C)(C)NC(=O)CCSc1ccc(Cl)cc1	-0.6	-39	3	-0.2
CCN(CC)C(C(=O)O)c1ccccc1 (stereo not drawn)	-0.1	-4	-2	-0.7
CC(C)c1ccc(C(=O)Nc2ccccc2C#N)cc1	-1.1	-57	-4	0.1
CC(=O)N1c2ccccc2CCc2ccc(NC(=O)c3ccccc3)cc21	1.1	-3	-8	-0.1
CCCC(=O)Nc1ccccc1NC(=O)CSc1ccc(C)cc1	2.4	0	-1	-0.2
COc1ccccc1CNC(=O)CN(c1ccccc1Br)S(C)(=O)=O	-0.4	10	5	-0.3
O=C(Cn1nnnc1CN1CCCCCC1)NCCc1cn2ccccc2n1	-0.3	0	13	0.0
CCOC(=O)C1CCC(CN(Cc2ccc(Cl)cc2)S(=O)(=O)c2cccc([N+](=O)[O-])c2)CC1 (stereo not drawn)	-0.7	0	23	0.2
O=C(Nc1ccc(OC(F)(F)F)cc1)c1cc2n(n1)C(C(F)(F)F)CC(c1cccs1)N2 (stereo not drawn)	-0.9	-14	4	0.1
C=C(Cl)CSc1nnc(CCNC(=O)C(C)C)n1-c1ccc(OC)cc1	-1.5	-1	-5	-0.1
Cc1ccc(CNC(=O)CN(C)S(=O)(=O)c2cccc3cccnc23)cc1	0.3	5	5	0.0
C[C@@H]1CN(Cc2nnnn2CC(=O)NCCN2CCCc3ccccc32)C[C@H](C)O1	0.1	4	5	0.0
C=CCNC(=S)Nc1cccc2cnccc12	1.9	-3	4	-0.7
NC(=O)NC(CC(=O)NNC(=O)c1ccccn1)c1ccc(Cl)cc1 (stereo not drawn)	-0.5	5	41	-1.2
CN(CC(=O)Nc1ccccc1F)CC(=O)Nc1ccc(F)c(F)c1F	-0.7	5	3	0.0
O=C(CSc1nc2ccccc2s1)NCC(=O)Nc1ccc(F)c(F)c1F	0.3	11	-3	0.0
CCCS(=O)(=O)c1c(S(=O)(=O)CCC)c2ccc(C(C)=O)cn2c1C(=O)c1ccc(Br)cc1	0.3	-3	-2	0.0
CCN(CCCNC(=O)CN1CCN(Cc2ccccc2F)C1=O)c1cccc(C)c1	-1.2	8	-2	-0.1
N#CC1=C2SC3CCCCC3(O)N2C(=O)C(C#N)C12CCCCC2 (stereo not drawn)	2.5	9	6	0.0
CCC(=O)c1ccc2c(c1)OCCOCCOCCOCCOCCO2	1.1	4	-2	-0.1
Cc1ccc2cc(C#N)c(NCCNC(=O)c3cccnc3)nc2c1	0.1	-12	-4	0.4
O=C(NCc1cccnc1)c1ccc(N2CCC(NCCn3cccn3)CC2)cc1	0.1	6	8	-0.1
COCCn1c2ccccc2n2c(=O)n(CC(=O)N3CCCCCC3)nc12	0.3	3	8	0.1
Cc1ccccc1OCC(=O)Nc1ccc(-c2cn[nH]c2)cc1	1.4	-25	-4	0.1
C=CCN(c1ccc(C(=O)Nc2ccc(C)c(C)c2)cc1)S(C)(=O)=O	1.5	-20	3	0.1
NC(N)=Nc1nc(-c2ccc(O)c(O)c2)cs1	1.1	-35	4	-0.5
N/C(=N\N=C\c1cc(Br)cc(Br)c1O)c1nonc1N	0.9	-35	11	0.2
Nc1cc([N+](=O)[O-])cc2c1C=Cc1ccccc1O2	0.3	-4	17	0.1
COC(=O)C1=C(C(=O)c2ccc(C)cc2)C(c2ccc(O)c(OC)c2)n2nnnc2N1 (stereo not drawn)	0.4	5	-14	0.5

The order is random. Share with any hit: about 3.4%.
